Screening data (PubChem BioAssay)
SARS 3CLpro inh: SARS-CoV 3CLpro protease inhibition; recombinant SARS-CoV 3CLpro, quenched FRET peptide cleavage; inhibition, % at 6 µM; 0.14% of 290,000 active; AID 1706; in the data active = inhibition above about 12%
Yp Topo-I inh: blocks Yersinia pestis topoisomerase I activity. 0.064% of 360,000 active. activity, % at 10 µM. AID 504884. Y. pestis Topo-I cleavage product accumulation, plate reader; in the data active = activity above about 50%, passing the limit was not always enough; inconclusive = no clear call, values can overlap the other calls; note: inactives centre near 2
CCHF vOTU inh: blocks the CCHF virus ovarian tumor domain protease | inhibition, % at 11.5 µM | AID 651958 | CCHFV vOTU protease, Pep-AMC fluorescence | 0.55% of 370,000 active; in the data active = inhibition above about 30%; note: 0% = vehicle wells with enzyme and 100% = no enzyme wells
BoNT-A LC inh2: inhibitors of Botulinum neurotoxin A light chain protease | multiplex microsphere protease substrate cleavage, flow cytometry | inhibition, % at 10 µM | 0.17% of 360,000 active | AID 588499; note: plate controls were buffer without enzyme for full effect and enzyme alone for no effect
PfHsp40 yeast: rescue of PfHsp40-mediated yeast toxicity; S. cerevisiae expressing PfHsp40, growth rescue, ATP luminescence; growth rescue, % at 12.5 µM; 0.68% of 340,000 active; in the data active = growth rescue above about 28%, passing the limit was not always enough; inconclusive = no clear call, values can overlap the other calls;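 note: yeast W303a lacking pdr1 and pdr3 grown in galactose medium; growth measured after three days at 30 °C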
Anthrax LF prot: inhibitors of Bacillus anthracis lethal factor protease. P15917. multiplex microsphere protease cleavage assay, LF. inhibition, % at 10 µM. 0.12% of 360,000 active; note: plate controls were buffer without enzyme for full effect and enzyme alone for no effect
Target sequence (P15917 whole entry, looked up): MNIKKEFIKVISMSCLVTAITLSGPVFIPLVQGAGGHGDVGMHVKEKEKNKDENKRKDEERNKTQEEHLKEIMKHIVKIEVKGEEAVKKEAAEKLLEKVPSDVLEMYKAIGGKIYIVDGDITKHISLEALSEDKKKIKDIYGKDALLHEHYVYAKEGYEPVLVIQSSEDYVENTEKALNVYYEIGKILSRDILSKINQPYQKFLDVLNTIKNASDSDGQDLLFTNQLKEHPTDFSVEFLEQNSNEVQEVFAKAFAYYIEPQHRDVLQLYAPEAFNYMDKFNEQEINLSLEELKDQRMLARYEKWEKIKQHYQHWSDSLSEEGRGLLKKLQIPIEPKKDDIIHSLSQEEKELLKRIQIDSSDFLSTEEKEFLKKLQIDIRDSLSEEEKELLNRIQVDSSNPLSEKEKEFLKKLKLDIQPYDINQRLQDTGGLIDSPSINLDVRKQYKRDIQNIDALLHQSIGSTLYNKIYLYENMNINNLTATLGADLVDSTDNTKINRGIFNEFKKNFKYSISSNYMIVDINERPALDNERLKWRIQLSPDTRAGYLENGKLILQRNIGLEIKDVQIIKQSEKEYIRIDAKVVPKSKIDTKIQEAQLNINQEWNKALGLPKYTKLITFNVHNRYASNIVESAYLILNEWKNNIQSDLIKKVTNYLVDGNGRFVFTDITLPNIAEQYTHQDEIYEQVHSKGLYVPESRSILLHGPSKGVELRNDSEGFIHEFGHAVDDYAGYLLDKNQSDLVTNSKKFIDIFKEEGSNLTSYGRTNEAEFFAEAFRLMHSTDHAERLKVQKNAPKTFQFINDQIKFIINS
SSB-PriA inh: blocks PriA binding to SSB C-terminal tail; AlphaScreen SSBct-PriA binding, biotinylated peptide; inhibition, % at 33 µM; 0.6% of 430,000 active; AID 1272365; in the data active = inhibition mostly above about 37%, no sharp cut-off; inactive = mostly below about 20%;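 note: plate controls were negative control peptide for no effect and reference peptide for full effect; strong numbers were not always called active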
TcdB GH inh: inhibitors of Clostridioides difficile toxin B glycohydrolase; P18177; TcdB glycohydrolase enzymatic assay, plate reader; inhibition, % at 9.99 µM; 0.24% of 350,000 active; AID 652162; in the data active = inhibition above about 10%
BH1578 lux ind: inducers of Vibrio cholerae quorum light production without autoinducers | 0.16% of 350,000 active | activation, % at 18.7 µM | V. cholerae BH1578 lux reporter, luminescence, 6 h; in the data active = activation mostly above about 9.7%, no sharp cut-off; inconclusive = no clear call, values can overlap the other calls; inactive = mostly below about 3.7%; note: not every result past the cut was called active; inactives centre near 0; reference of the scale not given here
DUSP3 inh: DUSP3 (human) phosphatase inhibition; inhibition, % at 13.3 µM; 0.52% of 290,000 active; recombinant VHR phosphatase, pNPP absorbance; P51452; in the data active = inhibition above about 50%; note: some compounds called inactive have numbers as strong as hits
Target sequence (P51452 whole entry, looked up): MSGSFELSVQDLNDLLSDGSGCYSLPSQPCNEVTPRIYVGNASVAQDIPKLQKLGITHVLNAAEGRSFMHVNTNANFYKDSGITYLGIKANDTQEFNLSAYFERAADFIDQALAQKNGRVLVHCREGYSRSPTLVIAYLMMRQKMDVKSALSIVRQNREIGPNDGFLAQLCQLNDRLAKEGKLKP
Active calls of the source: *; i = inactive; ? = inconclusive; · = no result given; & = joins results of further samples. Cut-off read from the data, not from the text of the source, unless noted: active = inhibition above about 30%; inconclusive = no clear call, values can overlap the other calls; inactive = below that. Some of the compounds tested. The share of hits here may be higher or lower than overall.

Every second line gives: SARS 3CLpro inh | Yp Topo-I inh | CCHF vOTU inh | BoNT-A LC inh2 | PfHsp40 yeast | Anthrax LF prot | SSB-PriA inh | TcdB GH inh | BH1578 lux ind | DUSP3 inh
#1 CSc1nc(O)c(N=Nc2ccc(F)cc2F)c(=O)[nH]1
  -3 | -1 | 1 | -4.3 | -2.6 | -5 | 5 | 0.8 | i | 9
#2 O=C(NNC(=S)Nc1ccc(Br)cc1)c1cccnc1
  1 | 7 | 11 | -1.0 | 0.1 | -2 | 5 | 0.1 | i | -12
#3 COCc1[nH]nc2c1C(c1sccc1C)C(C#N)=C(N)O2 (stereo unspecified)
  2 | -4 | -5 | 0.9 | -0.4 | -3 | -16 | 0.1 | -0.2 | 13
#4 Cc1ccc(-c2cccc(NC(=O)C3C4C=CC(C4)C3C(=O)O)c2)o1 (stereo unspecified)
  1 | 2 | 5 | 0.1 | -0.1 | -2 | 3 | 0.2 | i | 39
#5 O=C1NC(=O)/C(=C/c2cc3c(cc2Br)OCO3)S1
  -1 | 12 | 3 | -4.1 | 18 | 14 | -3 | 1.7 | -0.4 | 2
#6 COc1cc2[nH]c3c(OC)ncnc3c2cc1OC
  -3 | -4 | 15 | -1.0 | -1.9 | 5 | -1 | 2.9 | -0.6 | 21
#7 Cc1cccc(CCNS(=O)(=O)c2ccc(S(=O)(=O)NC3CCCC3)cc2)c1
  1 | 10 | 8 | -3.8 | 0.5 | -1 | -9 | · | i | 13
#8 Cc1ccc2nc(SCC(=O)c3c[nH]c4ccccc34)[nH]c2c1
  -4 | 5 | 8 | 58* | -0.2 | 14 | 0 | -0.4 | -0.4 | 11
#9 CCOc1ccccc1N1CCN(C(=S)NCc2ccc(Cl)cc2)CC1
  6 | 8 | 2 | -0.6 | ? | -8 | -28 | -0.8 | i | 20
#10 CC1Cc2ccccc2N1Cc1cccc([N+](=O)[O-])c1 (stereo unspecified)
  -1 | 15 | · | -2.1 | -0.6 | 8 | 1 | · | -2.1 | -3
#11 COc1ccc(NC(=O)C2CC(c3cc(OC)c(OC)c(OC)c3)=NO2)cc1OC (stereo unspecified)
  -1 | -2 | -15 | 5.1 | -0.5 | -2 | 0 | · | -0.2 | 33
#12 CCCCC(c1nnnn1CCOC)N1CCN(c2cccc(OC)c2)CC1 (stereo unspecified)
  -7 | 10 | 3 | 0.2 | 0.0 | -9 | 8 | · | -0.9 | 3
#13 CCOC(=O)c1nnc(-c2ccccc2)[nH]c1=O
  1 | -5 | -8 | 0.0 | 0.2 | 0 | -25 | 1.0 | -0.3 | 10
#14 CC1CCN(CC(O)COCCC23CC4CC(CC(C4)C2)C3)CC1 (stereo unspecified)
  -5 | 8 | -14 | 1.1 | -0.1 | 1 | -7 | 3.1 | -14 | 8
#15 Cc1oc(-c2ccccc2F)nc1CS(=O)CC(=O)N1CCC2(CC1)OCCO2 (stereo unspecified)
  2 | 12 | 2 | 0.7 | -0.5 | -14 | -2 | · | · | 16
#16 O=C(c1cc(S(=O)(=O)N2CCOCC2)ccc1F)N1CCC2(CC1)OCCO2
  0 | -9 | -6 | -0.1 | 0.7 | -1 | -5 | · | -0.4 | -8
#17 Cc1cc(CNCc2c(C(=O)N3CCCCCCC3)nc3ccc(Cl)cn23)nn1C
  5 | 11 | 9 | 0.2 | -0.4 | 0 | 0 | 0.4 | -0.2 | 38
#18 O=C(O)C1CCCCC1C(=O)Nc1ccccn1 (stereo unspecified)
  -3 | 5 | 5 | 1.4 | 1.0 | -1 | -14 | · | 5.0 | 0
#19 O=C(O)c1cc(O)ccc1-c1ccc(O)cc1
  4 | 2 | 3 | 0.3 | -0.2 | 5 | -9 | · | i | 6
#20 COC(=O)[C@]1(C)N[C@H](CN(C)S(=O)(=O)c2ccc(F)cc2)[C@@H]2C(=O)N(Cc3ccccc3)C(=O)[C@@H]21
  · | 10 | 3 | -0.2 | 1.0 | -2 | 2 | -0.2 | -2.0 | ·
#21 CCOC(=O)c1[nH]c2ccc(OC)cc2c1NC(=O)CN1CCc2ccccc2C1
  2 | 3 | -7 | 0.4 | 15 | -5 | -14 | · | -6.2 | 15
#22 CCC(=O)NCCc1c[nH]c2ccccc12
  -3 | 3 | 5 | 0.4 | -0.3 | -2 | 7 | · | -0.3 | -6
#23 COc1ccc(C2/C=C\CN(C(=O)C3CCCC3)[C@H](Cc3ccccc3)C(=O)N2Cc2ccc(F)cc2)cc1 (stereo partly specified)
  · | -6 | 9 | 0.5 | -0.6 | -4 | -22 | 0.3 | i | 4
#24 CCOc1nc(OCC)nc(N2CCC(C)CC2)n1
  5 | -3 | -9 | 0.5 | -0.2 | 6 | -19 | · | i | -1
#25 Clc1ccc(Cl)c(OCc2cc(-c3ccccc3Cl)on2)c1
  -4 | -5 | 4 | 0.3 | 0.5 | 3 | -21 | · | 1.8 | 20
#26 CCOc1ccc(CC(=O)NCc2cn3c(C)csc3n2)cc1
  -2 | 5 | 5 | 0.0 | -0.2 | -1 | 2 | 1.5 | 0.2 | -6
#27 CC(C)(C)c1ccc(C2CC2C(=O)N/N=C\c2ccc[nH]2)cc1 (stereo unspecified)
  0 | -13 | 1 | -0.4 | 1.0 | -5 | · | 0.8 | -0.8 | -4
#28 COCCNS(=O)(=O)c1ccc2c(c1)C(=O)c1cc(S(=O)(=O)NCCOC)ccc1-2
  4 | 0 | 0 | 0.9 | -1.6 | -3 | -6 | · | -5.3 | 10
#29 CCc1ccccc1N1C(=O)C2CC=CCC2C1=O (stereo unspecified)
  -2 | -1 | -4 | 0.2 | -0.1 | 1 | 1 | · | -0.2 | -4
#30 COc1ccc(CC(=O)NNS(=O)(=O)c2cccc([N+](=O)[O-])c2)cc1OC
  4 | 6 | 0 | 1.0 | -0.7 | -1 | -12 | 1.2 | -0.2 | 7
#31 CC(=O)c1c(C)n(-c2ccccc2)c2ccc(O)cc12
  -3 | 3 | -2 | -2.7 | -0.8 | 1 | 4&-10 | · | -0.2 | 0
#32 C/C(N)=C(/C#N)C(=O)COC(=O)CNS(=O)(=O)c1ccc(C)cc1
  -2 | -1 | 7 | -0.2 | -0.3 | -6 | 8 | 0.9 | -0.4 | 2
#33 CC(C)(C)c1ccc(OC(=O)Nc2ccc(O)c(C(=O)O)c2)cc1
  5 | -8 | 0 | -0.2 | -1.1 | 1 | -5 | -0.8 | -0.5 | 4
#34 Cn1cccc1Cc1nnc(SCC(=O)NC2CCCC2)n1CCc1ccccc1
  1 | 5 | -5 | -0.6 | -0.1 | 1 | -7 | 0.5 | i | 42
#35 COc1ccc(S(=O)(=O)N(C)C[C@@H]2OCc3cnnn3CCCC(=O)N([C@H](C)CO)C[C@@H]2C)cc1
  · | -1 | -9 | -0.5 | · | 0 | · | 0.9&0.5 | -0.2 | ·
#36 CCSc1nnc(NC(=O)CSc2nnc(C)c(=O)n2N)s1
  6 | 7 | -5 | -0.5 | 0.1 | -6 | -3 | 1.3 | 2.8 | 10
#37 Fc1ccc(-c2[nH]ncc2CN(CC2CCC2)CC2CCCO2)c(F)c1 (stereo unspecified)
  -1 | -2 | 5 | 0.7 | 0.5 | 2 | -12 | -0.4 | -0.4 | 15
#38 Oc1nc(Nc2cccc(Cl)c2)sc1/C=C1\C=Nc2ccccc21
  5 | 5 | 1 | -0.9 | 0.7 | -2 | -8 | 0.1 | -0.2 | 9
#39 Cc1cccc2c1-c1sc(C(=O)Nc3cccnc3)cc1CO2
  -4 | 6 | -67 | 0.6 | 0.3 | -1 | -14 | -0.5 | i | 18
#40 COc1ccc(C(C(=O)NC(C)(C)C)N(CCc2ccc(OC)c(OC)c2)C(=O)CCC(=O)Nc2cc(C)on2)cc1 (stereo unspecified)
  -3 | 22 | -6 | -1.4 | -0.7 | 10 | -14 | -0.6 | -4.0 | 2
#41 CC1CCN(CC(=O)Nc2cc(C(F)(F)F)ccc2Cl)CC1
  -6 | 1 | 4 | -0.6 | -1.4 | -3 | 5 | 0.7 | -0.6 | 34
#42 COc1ccc(/C=N/NC(=O)CSc2n[nH]c(=O)[nH]c2=O)cc1
  -1 | 0 | -6 | 0.3 | 0.3 | -2 | · | 0.0 | -2.7 | -6
#43 c1cnc2c(c1)ncc1cscc12
  0 | -4 | 2 | -0.2 | 0.8 | -1 | -1 | 1.5 | i | -1
#44 CCCn1nc(NC(=O)CC(C)C)c2cc3ccccc3nc21
  4 | 5 | -3 | 1.4 | -0.4 | 0 | -2 | · | i | 24
#45 NC(N)=NS(=O)(=O)c1ccc(NC(=S)NC(=O)Cc2ccc(Cl)cc2)cc1
  0 | 4 | -10 | 1.1 | 0.7 | -7 | 7 | -0.1 | 1.3 | 4
#46 O=C(CN1C(=O)CSC1=O)N1CCCC(Nc2ccc(F)cc2)C1 (stereo unspecified)
  0 | 2 | 4 | -6.3 | -2.3 | -4 | 9 | 1.0 | -0.3 | 9
#47 O=C(Cc1cccc2ccccc12)Nc1c(F)cccc1F
  2 | 7 | 6 | 0.8 | 1.3 | -18 | 1 | -0.1 | i | ·
#48 O=C(COC(=O)Cc1ccc(Cl)cc1Cl)Nc1ccc(OC(F)F)cc1
  3 | 23 | 11 | 0.4 | 5.2 | 0 | -93 | · | -0.6 | -7
#49 COc1ccc(C(=O)NCCCc2nc3ccccc3n2Cc2ccccc2C)cc1OC
  1 | 33 | -1 | 0.0 | 1.5 | -19 | 11 | 3.1 | -0.2 | 8
#50 NS(=O)(=O)c1ccc(N=Nc2c(O)[nH]c(=S)[nH]c2=O)cc1
  1 | 6 | 4 | -1.0 | -0.9 | -11 | 4 | 1.2 | -0.8 | 1
#51 COc1ccccc1NC(=O)C1=C(C)Nc2ncnn2C1c1cccs1 (stereo unspecified)
  7 | -6 | 11 | -0.2 | 1.2 | -3 | -3 | · | 3.4 | -1
#52 COc1ccc(NC(=O)CN2CCc3ccccc3C2)cc1S(=O)(=O)N1CCOCC1
  0 | -2 | -5 | 1.4 | -0.4 | 2 | 6 | 0.3 | i | 2
#53 CC1(c2ccc(Cl)cc2Cl)NC(=O)N(CC(=O)N2CCN(C(=O)c3ccco3)CC2)C1=O (stereo unspecified)
  · | 2 | -9 | -0.1 | -2.5 | -1 | -15 | 1.0 | i | ·
#54 Cn1c(C(=O)NCCCN2CCN(c3cccc(Cl)c3)CC2)cc2c(=O)n(C)c3ccccc3c21
  2 | 9 | 2 | -0.8 | -1.4 | 1 | -3 | 1.6 | i | 11
#55 COC(=O)CN(c1ccccc1F)S(=O)(=O)c1ccc(C)cc1
  2 | 1 | -5 | 0.3 | 1.3 | -4 | -21 | -2.1 | -0.3 | -3
#56 COC(=O)c1cc(OC)cc(O)c1C(=O)c1c(O)cc(C)cc1O
  · | 0 | -5 | -0.9 | -0.9 | -8 | -6 | -4.5 | -0.4 | 10
#57 CCc1ccc(C2C(C#N)=C(N)SC(N)=C2C#N)s1
  -3 | -4 | · | 11 | 4.6 | 8 | 6 | · | i | 3
